HCV inhibitor – blocks hepatitis C virus; Huh7.5.1 HCVcc-Cre infection, luciferase reporter, 44 h; Potency, µM (top dose mostly 41.8 µM), for the others: top-dose activity change, negative = inhibition, usual class: inhibitors; 3.4% of 340,000 active; AID 651820; note: potency is the fitted concentration of half-maximal effect
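Compounds are dispensed onto cells plated 4 h earlier at 1,000 per well, with HCVcc-Cre virus (about 0.5 moi) added next. Following 44 h of culture, luminescent signal is measured for 15 sec after 15 min with substrate at room temperature.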
AmpC inh detg – AmpC beta-lactamase inhibition with detergent present | AmpC hydrolysis of nitrocefin, absorbance 480 nm, 0.01% Triton | Potency, µM (top dose mostly 114 µM), inactives show at the top dose activity change, negative = inhibition, usual class: inhibitors | 0.041% of 370,000 active;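 note: potency is the fitted concentration of half-maximal effect; 0% = no-compound wells and -100% = no-enzyme wells; nearly all actives have a fitted effect of over 25% in size; some results filed as inactive show a strong effect at the top dose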
Target sequence (P00811 whole entry, looked up): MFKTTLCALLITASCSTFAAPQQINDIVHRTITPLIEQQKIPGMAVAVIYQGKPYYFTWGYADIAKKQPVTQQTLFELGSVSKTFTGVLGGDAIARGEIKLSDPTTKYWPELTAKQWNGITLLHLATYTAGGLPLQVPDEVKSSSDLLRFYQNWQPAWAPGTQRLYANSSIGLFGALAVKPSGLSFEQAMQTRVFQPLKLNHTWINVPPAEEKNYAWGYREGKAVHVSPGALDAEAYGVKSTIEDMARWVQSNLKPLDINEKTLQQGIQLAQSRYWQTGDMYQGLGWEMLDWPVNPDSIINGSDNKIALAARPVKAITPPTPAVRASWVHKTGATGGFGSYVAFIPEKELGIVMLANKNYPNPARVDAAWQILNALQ
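AmpC (5.3 nM in the dispensed reagent) in 20 mM phosphate pH 7.0 with 0.01% (detergent screen) or 0.0001% Triton X-100 was preincubated with compounds for 15 min at room temperature. Nitrocefin was then added from an 800 uM solution, and hydrolysis was followed at 480 nm.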
AmpC no deterg – inhibitors of E. coli AmpC beta-lactamase without detergent | P00811 | AmpC nitrocefin hydrolysis, absorbance 480 nm, 0.0001% Triton | Potency, µM (series often up to 57.1 µM), without a hit: top-dose activity change, negative = inhibition, most hits filed as inhibitors | 0.52% of 330,000 active | AID 485341;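 note: potency is the fitted concentration of half-maximal effect; plate controls were no compound for no effect and no enzyme for full effect; nearly all actives have a fitted effect of over 20% in size; some results filed as inactive show a strong effect at the top dose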
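AmpC (5.3 nM in the dispensed reagent) in 20 mM phosphate pH 7.0 with 0.01% (detergent screen) or 0.0001% Triton X-100 was preincubated with compounds for 15 min at room temperature. Nitrocefin was then added from an 800 uM solution, and hydrolysis was followed at 480 nm.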
FBPA Giardia inh – Giardia lamblia aldolase inhibition | A8B2U2 | purified Giardia FBPA | Potency, µM (highest dose often 59.6 µM), for the others: at the highest dose activity, negative = inhibition, hits mostly inhibitors | 0.71% of 290,000 active | AID 2451; note: potency is the fitted concentration of half-maximal effect; nearly all actives have a fitted effect of over 55% in size
Target sequence (A8B2U2 whole entry, looked up): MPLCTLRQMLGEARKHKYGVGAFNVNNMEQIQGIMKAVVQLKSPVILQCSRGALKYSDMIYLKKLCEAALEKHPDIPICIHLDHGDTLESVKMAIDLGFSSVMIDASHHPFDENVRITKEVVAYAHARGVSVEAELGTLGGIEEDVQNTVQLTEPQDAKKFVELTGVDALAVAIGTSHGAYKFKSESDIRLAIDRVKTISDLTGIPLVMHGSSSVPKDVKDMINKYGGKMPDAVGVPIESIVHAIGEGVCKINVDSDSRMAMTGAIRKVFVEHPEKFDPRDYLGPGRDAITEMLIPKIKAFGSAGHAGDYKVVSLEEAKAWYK
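Giardia FBPA (40 nM reagent) was preincubated 10 min at RT with compound (up to 57.5 uM final), then substrate plus GAPDH/TPI/NAD/arsenate coupling system with diaphorase/resazurin was added; resorufin fluorescence (525/598 nm) was read after 20 min.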
Sm TGR block – inhibitors of Schistosoma mansoni thioredoxin glutathione reductase | Q962Y6 | purified TGR, DTNB reduction, TNB absorbance 405 nm | Potency, µM (titrated, usually from 114 µM), for inactives: at the highest dose activity change, negative = inhibition, most hits filed as inhibitors | 3% of 360,000 active | AID 485364; note: potency is the fitted concentration of half-maximal effect; nearly all actives have a fitted effect of over 60% in size
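TGR 20 nM + NADPH 100 uM (dispensed conc.), cpd preinc 15 min RT; start with NADPH (500 uM addition) then DTNB (15 mM addition). Kinetic TNB absorbance, 405 nm filter. Four-parameter Hill fit across titration.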
HCMV inh – human cytomegalovirus inhibition | HFF cells, HCMV-luciferase reporter, 72 h; stronger effect = lower value | activity change, negative = inhibition, % at 57.5 µM | 4.5% of 410,000 active | AID 1259415; in the data active = activity change below about -60%; inconclusive = no clear call, values can overlap the other calls; inactive = above about -39%
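Steps: HFFs plated, 16 h 37C; compounds added; HCMV-luciferase added to MOI 1 PFU/cell; 72 h 37C; OneGlo reagent, 5 min room temperature; luminescence read, normalized to controls.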
* marks the source's active call; other numbers are inactive results; ? = inconclusive; . = not tested or not shown; [ ] = another dose, or the depositor's remark. Unless noted, calls come from the whole dose curve; as a rule, active = well fitted curve in the direction sought with a large enough effect; inconclusive = small, poorly fitted or top-dose-only effect, or another doubt; inactive = no such curve, though single readings can be large; an effect the other way counts as inactive or inconclusive. Unless noted, % is set by controls: 0 for no effect and ±100 for the full control effect. The order is random. About 9.9% of those tested had a hit in this group.

Assay codes: A = HCV inhibitor; B = AmpC inh detg; C = AmpC no deterg; D = FBPA Giardia inh; E = Sm TGR block; F = HCMV inh
CCOC(=O)N(NC(=O)C(O)(C(C)C)C(C)C)c1ccccc1
  A: 3%; B: 3%; C: -14%; D: 6%; E: -1%; F: -1

CCn1nc(C)cc1C(=O)Sc1ccc(C)cc1
  A: 7%; B: 2%; C: -2%; D: 6%; E: 18µM*; F: 38

Cc1ncc([N+](=O)[O-])n1CCN1C(=O)c2ccccc2C1=O
  A: 10%; B: -10%; C: -16%; D: 8%; E: 20%; F: -30

CCN(CC(=O)NCc1cccs1)C(=O)c1ccc(S(=O)(=O)Nc2ccccc2OC)cc1
  A: 7%; B: 0%; C: 4%; D: .; E: -2%; F: -6

CCc1ccccc1NC(=O)c1cccs1
  A: 16%; B: 2%; C: -10%; D: -3%; E: 4%; F: 0

N#Cc1c(NC(=O)CN2CCN(C(=O)c3ccco3)CC2)sc2c1CCCCC2
  A: ?; B: -13%; C: 80%[activator]; D: 0%; E: 0%[11.4 µM]; F: -35

NS(=O)(=O)c1cccc(NC(=O)CCN2C(=O)C3CCCCC3C2=O)c1 (configuration not stated)
  A: 10%; B: ?; C: -15%; D: .; E: -12%; F: -38

O=C(Oc1cccc(C(=S)N2CCOCC2)c1)c1cc([N+](=O)[O-])cc([N+](=O)[O-])c1
  A: -2%; B: 3%; C: -9%; D: -26%; E: 0%; F: -30

CCCC(C(=O)NCC1CCCO1)N(Cc1ccccc1)C(=O)CNS(=O)(=O)c1ccccc1 (configuration not stated)
  A: 2%; B: ?; C: 74%[activator]; D: -3%; E: -7%; F: 10

O=C(c1ccc(CNS(=O)(=O)c2ccc(Br)cc2)cc1)N1CCCC1
  A: 20%; B: 0%; C: -2%; D: 3%; E: 14%; F: 92

COc1cccc(-c2cc(C(=O)NC3CCCC3)no2)c1
  A: -11%; B: -3%; C: -23%; D: -9%; E: 1%; F: 57

Clc1ccc(-c2noc(-c3cccnc3N3CCN(c4ccccc4)CC3)n2)cc1
  A: .; B: 0%; C: .; D: .; E: -1%; F: 6

C=CCn1c(SCc2c(C)noc2C)nc2sc3c(c2c1=O)CCC(C)C3 (configuration not stated)
  A: ?; B: -13%; C: -14%; D: -5%; E: 6%; F: 25

O=C(/C=C/c1ccccc1[N+](=O)[O-])NCc1ccc(Cl)cc1
  A: 0%; B: 0%; C: -25%; D: 1%; E: .; F: 74

Cc1ccccc1NC(=O)c1c(C)oc2ccc(O)c(CN3CCOCC3)c12
  A: .; B: -2%; C: .; D: .; E: 0%; F: -20

COC(=O)C1=C(C)N(CCc2c[nH]c3ccccc23)C(=O)C1
  A: -7%; B: 2%; C: 26%; D: ?; E: .; F: 3

Cc1ccc(NC(=O)COc2ccccc2C(=O)NCCc2ccccc2)cc1
  A: -19%; B: 5%; C: -4%; D: 11%; E: -1%; F: 7

O=S(=O)(NCCc1ccccn1)c1cc(Cl)cc(Cl)c1O
  A: 15%; B: 5%; C: -18%; D: .; E: 0%; F: 3

CCOC(=O)C(CCSC)NC(=O)CN (configuration not stated)
  A: 19%; B: ?; C: -19%; D: -11%; E: -26%; F: 32

Cc1ccc(-n2c(-c3ccc(Cl)cc3)n[nH]c2=S)c(C)c1
  A: ?; B: ?; C: -38%; D: 24%; E: 8%; F: ?

CCn1cc(S(=O)(=O)c2ccc(C)cc2C)c(=O)c2cc(F)c(N3CCCCC3)cc21
  A: .; B: 22%; C: .; D: .; E: 3%; F: -11

CCc1ccc2oc(-c3cc(NC(=O)c4cccnc4)cc(C)c3O)nc2c1
  A: .; B: 1%; C: .; D: .; E: 3%; F: 35

CSCc1ccc(C(=O)N2CCC(N3CCC(C(=O)NC(C)C)CC3)CC2)o1
  A: -9%; B: ?; C: 78%[activator]; D: -7%; E: -25%; F: -64*

Cc1ccc(-n2c(SCc3cc(=O)n4ccsc4n3)nnc2-c2cccnc2)c(C)c1
  A: 12%; B: ?; C: 1%; D: -3%; E: -6%; F: -3

COc1ccc(CNC(=O)c2cnc(N(C)C)nc2)cc1
  A: .; B: -2%; C: .; D: .; E: -1%; F: 9

COc1ccc(OCCCC(=O)Nc2ccc(S(=O)(=O)N3CCOCC3)cc2)cc1
  A: ?; B: -14%; C: -13%; D: .; E: -20%; F: -1

CCN(CC)c1ccc(NC(=O)Cn2c(C(C)NC(=O)c3ccc(C)cc3)nc3ccccc32)cc1 (configuration not stated)
  A: 16%; B: -5%; C: -7%; D: 0%; E: 3%; F: ?

Cc1ccc(C)c(OCCCC(C)(C)C(=O)O)c1
  A: 0%[8.37 µM]; B: 5%; C: -13%; D: 15%; E: 12%; F: -21

COc1ccc(N2CCN(c3nc(NCCO)nc(N4CCOCC4)n3)CC2)cc1
  A: -7%; B: ?; C: 69%[activator]; D: -8%; E: -32%; F: -20

CN(C)S(=O)(=O)c1cccc(C(=O)N=C2N=C3C=CC(Cl)=CN3Cc3ccccc32)c1
  A: ?; B: -10%; C: -30%; D: -7%; E: -11%; F: 27

Of the compounds above, 4 contain a thiophene ring, fused or not:
Assay codes: A = HCV inhibitor; B = AmpC inh detg; C = AmpC no deterg; D = FBPA Giardia inh; E = Sm TGR block; F = HCMV inh
CCN(CC(=O)NCc1cccs1)C(=O)c1ccc(S(=O)(=O)Nc2ccccc2OC)cc1
  A: 7%; B: 0%; C: 4%; D: .; E: -2%; F: -6

CCc1ccccc1NC(=O)c1cccs1
  A: 16%; B: 2%; C: -10%; D: -3%; E: 4%; F: 0

N#Cc1c(NC(=O)CN2CCN(C(=O)c3ccco3)CC2)sc2c1CCCCC2
  A: ?; B: -13%; C: 80%[activator]; D: 0%; E: 0%[11.4 µM]; F: -35

C=CCn1c(SCc2c(C)noc2C)nc2sc3c(c2c1=O)CCC(C)C3 (configuration not stated)
  A: ?; B: -13%; C: -14%; D: -5%; E: 6%; F: 25

Copied from the list:
Result for COc1ccc(OCCCC(=O)Nc2ccc(S(=O)(=O)N3CCOCC3)cc2)cc1 in AmpC no deterg: -13%
Result for Cc1ccc(-n2c(-c3ccc(Cl)cc3)n[nH]c2=S)c(C)c1 in AmpC no deterg: -38%
Result for CSCc1ccc(C(=O)N2CCC(N3CCC(C(=O)NC(C)C)CC3)CC2)o1 in Sm TGR block: -25%

Taken from the results shown, two compounds:
Assay codes: A = HCV inhibitor; B = AmpC inh detg; C = AmpC no deterg; D = FBPA Giardia inh; E = Sm TGR block; F = HCMV inh
CCOC(=O)N(NC(=O)C(O)(C(C)C)C(C)C)c1ccccc1
  A: 3%; B: 3%; C: -14%; D: 6%; E: -1%; F: -1

CCn1nc(C)cc1C(=O)Sc1ccc(C)cc1
  A: 7%; B: 2%; C: -2%; D: 6%; E: 18µM*; F: 38

Additional entries.
Assay codes: A = HCV inhibitor; B = AmpC inh detg; C = AmpC no deterg; D = FBPA Giardia inh; E = Sm TGR block; F = HCMV inh
Nc1c(C(=O)CSc2nnnn2-c2ccc(O)cc2)c(=O)[nH]c(=O)n1C1CC1
  A: -1%; B: 4%; C: -10%; D: .; E: 1%; F: -6

CCC(C)N(C(=O)Cn1nnc(-c2ccc(F)cc2)n1)C1CCS(=O)(=O)C1 (configuration not stated)
  A: 5%; B: -1%; C: -33%; D: .; E: 1%; F: ?

O=C(NCCCN1CCOCC1)c1ccc2ccccc2c1
  A: ?; B: 6%; C: -17%; D: .; E: 8%; F: 20

CCc1ccc(NC(=O)C2(c3cccs3)CCOCC2)cc1
  A: .; B: 5%; C: .; D: .; E: -3%; F: 4

COc1cccc(CNC(=O)c2nn(-c3ccccc3Cl)nc2CO)c1
  A: .; B: -8%; C: .; D: .; E: 1%; F: 11

Nc1ccc(-c2ccc(N)c(C(=O)O)c2)cc1C(=O)O
  A: 11%; B: -14%; C: -11%; D: -5%; E: -6%; F: -10

Compound activity from PubChem BioAssay.
